Apaf1 inhib: inhibitors of human Apaf-1 apoptosome, primary screen, biochemical, DEVD-Rh110 fluorescence, uHTS; 330,000 tested, 0.71% active; reconstituted apoptosome caspase-3 activity; inhibition, % at 20 µM; AID 489030, 2010; active means inhibition of at least 40% at 20 µM;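 further: plate controls were DMSO wells for no effect and DEVD-CHO caspase inhibitor wells for full effect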
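Assay system: Apoptosome proteins | Medium: pH 7.5 Hepes buffer with CHAPS, BSA, DTT | Also added: Cytochrome c and DEVD-Rh110 substrate | Times: 30 min plus 50 min, RT | Detection: Rhodamine 110 fluorescence at Ex 480/Em 540 nm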
SENP7 block: SENP7 protease inhibitors, primary screen, biochemical, luminescence, uHTS; recombinant SENP7, Z-RLRGG-aminoluciferin luminescence, 40 min; inhibition, % at 5 µM; 330,000 tested, 1.5% active;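 active means inhibition above about 50% at the single test dose, limit read from the data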;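 further: plate controls were DMSO with enzyme for no effect and no enzyme buffer wells for full effect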
Target sequence (Q9BQF6 706-1050 limits assumed): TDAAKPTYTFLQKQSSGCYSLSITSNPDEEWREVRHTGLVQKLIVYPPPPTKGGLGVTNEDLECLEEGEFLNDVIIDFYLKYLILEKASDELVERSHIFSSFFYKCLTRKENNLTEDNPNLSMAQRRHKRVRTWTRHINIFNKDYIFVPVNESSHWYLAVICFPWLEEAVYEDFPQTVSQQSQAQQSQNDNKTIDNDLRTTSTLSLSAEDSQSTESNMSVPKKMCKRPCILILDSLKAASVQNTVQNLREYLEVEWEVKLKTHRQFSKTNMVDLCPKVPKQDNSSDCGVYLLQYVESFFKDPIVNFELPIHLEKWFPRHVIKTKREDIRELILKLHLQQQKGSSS
HKDC1 inhibitor: HKDC1 hexokinase inhibitors, primary screen, biochemical, fluorescence, uHTS; Q2TB90; recombinant HKDC1, G6PDH/diaphorase resazurin coupled fluorescence; inhibition, % at 20 µM; 340,000 tested, 0.16% active; AID 493160, 2011;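 active means inhibition above about 35% when tested at 20 µM, limit read from the data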;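 further: plate controls were DMSO wells with enzyme for no effect and DMSO wells lacking enzyme for full effect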
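System: Recombinant HKDC1 hexokinase | Amount: HKDC1 at 5 µg/mL | Reagent: Glucose with 1 mM ATP | Doses: Single 20 µM dose | Incubation: Reaction time 90 min, room temperature, protected from light | Signal: Coupled resazurin fluorescence, excitation 525 nm, emission 613 nm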
UBC13 inh: UBC13 polyubiquitin chain formation inhibitors, primary screen, biochemical, TR-FRET, uHTS. Ubiquitin-conjugating enzyme E2 N (Homo sapiens), P61088. inhibition, % at 20 µM. 330,000 tested, 0.47% active. AID 485273, 2010; in the data active means inhibition above about 45%, passing the limit was not always enough
Target sequence (P61088 whole entry, looked up): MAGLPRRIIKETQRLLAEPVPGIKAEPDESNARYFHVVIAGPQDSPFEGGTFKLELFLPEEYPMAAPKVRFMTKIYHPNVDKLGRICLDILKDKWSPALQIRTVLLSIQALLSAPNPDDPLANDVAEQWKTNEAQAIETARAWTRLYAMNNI
697 NFkB inh: inhibitors of PMA/ionomycin-induced NF-kB reporter, 697 cells, primary screen, B-cell NF-kB inhibitor project, cell-based, luminescence, uHTS; 697 B-cell NF-kB luciferase reporter, 16 h; inhibition, % at 4 µM; 330,000 tested, 0.33% active; AID 435022, 2010; in the data active means inhibition above about 35%
Gli-Sufu block: Gli-Sufu pathway antagonists, primary screen, luciferase luminescence, Sufu-KO-LIGHT cells, uHTS; Sufu-KO-LIGHT fibroblasts, Gli luciferase reporter luminescence; inhibition, % at 5 µM; 340,000 tested, 0.74% active; AID 588413, 2011;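 active means inhibition above about 55%, limit read from the data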;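 further: 0% = DMSO-treated cells and 100% = wells with medium but no cells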
SENP8 block: SENP8 protease inhibitors, primary screen, biochemical, luminescence | purified SENP8, Z-RLRGG-aminoluciferin cleavage | inhibition, % at 10 µM | 330,000 tested, 1.2% active
Target sequence (Q96LD8 whole entry, looked up): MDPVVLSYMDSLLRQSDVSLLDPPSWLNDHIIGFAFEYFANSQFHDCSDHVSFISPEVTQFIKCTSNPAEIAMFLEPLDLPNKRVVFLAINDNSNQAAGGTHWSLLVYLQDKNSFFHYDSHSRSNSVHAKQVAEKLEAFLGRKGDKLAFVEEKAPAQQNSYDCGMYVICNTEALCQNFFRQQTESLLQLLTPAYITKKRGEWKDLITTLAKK
Jurkat NFkB inh: inhibitors of induced NF-kB luciferase reporter, primary screen, TCR NF-kB activation inhibitor project, cell-based, luminescence, uHTS. Jurkat, PMA/ionomycin-induced NF-kB luciferase reporter. AID 435003, 2010. 330,000 tested, 0.53% active. inhibition, % at 4 µM
The depositor's hits bear a star. Unless noted, no stated cut-off is given here; in the data, active means inhibition above about 50%; inactive means the rest.

SMILES	Apaf1 inhib	SENP7 block	HKDC1 inhibitor	UBC13 inh	697 NFkB inh	Gli-Sufu block	SENP8 block	Jurkat NFkB inh
CCOC(=O)C1C(c2ccc3c(c2)OCO3)NC(=O)NC1(O)C(F)(F)F (configuration not stated)	0	-5	-6	2	8	-1	-2	6
COc1ccc(NS(=O)(=O)c2cccc(C(=O)O)c2)cc1	-15	12	4	-4	19	-3	-2	-15
CC1CCN(C(=O)COC(=O)c2cc(Cl)cc(Cl)c2N)CC1	-5	3	-8	15	8	6	5	-7
O=c1cc(CSc2nnc(Nc3ccccc3)s2)nc2sccn12	18	-9	6	-2	-5	55	-10	-9
COc1ccc(NC(=S)Nc2cccc(C(C)=O)c2)cc1OC	4	-4	-7	-5	-6	-5	-8	0
Cc1cccc(N2CCN(C(=O)CNC(=O)c3cccc([N+](=O)[O-])c3)CC2)c1C	21	3	-4	5	-13	-2	4	19
CCOc1cc(C(=O)NC(C)C2CCCO2)cc(OCC)c1OCC (configuration not stated)	-10	-3	-2	-8	14	-4	-5	2
CCOC(=O)c1ccc(NC(=O)CCS(=O)(=O)c2cccc3nonc23)cc1	7	-4	-4	5	0	-8	2	7
CCC(=O)Nn1cnc2c(c1=O)C1(CCCCC1)Cc1ccccc1-2	18	-3	-1	-13	12	4	-1	-18
Cc1ccc(F)cc1N=Cc1c(O)c2ccccc2oc1=O	-2	-11	0	3	0	6	-6	16
O=C(Nc1ccc(-c2noc(CCc3ccccc3)n2)cc1)c1ccco1	14	60*	2	-22	-296	-77	55*	-187
O=C(NCc1ccncc1)C(=O)N/N=C/c1ccccn1	-16	8	-2	0	7	0	5	12
CCOC(=O)Cc1csc(NC(=S)NC(=O)c2ccccc2Br)n1	11	3	-2	5	-2	1	-1	-1
Cc1ccc(N=N/C(=C\O)C(=O)c2ccncc2)cc1	13	10	9	-21	-16	2	-5	19
COc1ccc(CC(=O)OC2CCCN(C)C2)cc1 (configuration not stated)	-4	-4	-6	-2	14	23	2	-7
O=C(C1CCN(S(=O)(=O)c2ccccc2)CC1)N1CCCCCC1	-7	16	4	-10	17	-6	-1	-15
Cc1nc(Cc2nnc(SCc3nc(N)nc(Nc4ccccc4C)n3)o2)cs1	5	-7	3	-2	1	2	-4	0
OCC[C@H]1C[C@@H](O)[C@H](O)[C@@]2(OCCc3ccccc32)O1	-8	4	-1	1	2	-2	7	-6
CC1(C)Oc2cc3oc(=O)ccc3cc2C[C@@H]1O	5	4	-5	5	15	14	9	4
CCN1C(=O)[C@H]2[C@@H](c3ccc(-c4ccc(C(C)=O)cc4)cc3)N3CCCC[C@@]3(C(=O)OC)[C@H]2C1=O	27	5	7	4	-80	-2	5	-27

Whole records, looked up by structure. Order of values: Apaf1 inhib	SENP7 block	HKDC1 inhibitor	UBC13 inh	697 NFkB inh	Gli-Sufu block	SENP8 block	Jurkat NFkB inh
Profile of CC1(C)Oc2cc3oc(=O)ccc3cc2C[C@@H]1O → 5	4	-5	5	15	14	9	4
Profile of O=C(NCc1ccncc1)C(=O)N/N=C/c1ccccn1 → -16	8	-2	0	7	0	5	12
Profile of COc1ccc(CC(=O)OC2CCCN(C)C2)cc1 (configuration not stated) → -4	-4	-6	-2	14	23	2	-7
Profile of Cc1ccc(N=N/C(=C\O)C(=O)c2ccncc2)cc1 → 13	10	9	-21	-16	2	-5	19

Following part.
SMILES	Apaf1 inhib	SENP7 block	HKDC1 inhibitor	UBC13 inh	697 NFkB inh	Gli-Sufu block	SENP8 block	Jurkat NFkB inh
c1ccc(-c2cn(-c3ccccc3)c3[n+]2CCS3)cc1	11	-2	-9	-2	-26	65*	-14	18
CCOc1ccc(N=C2Sc3nc4ccc(C)cc4cc3CN2CCOC)cc1	19	6	-5	-5	-5	12	-5	-11
CSc1nsc(SC)c1C(=O)Nc1ccc(C(C)(C)C)cc1	7	-2	2	0	-13	-5	-9	-9
Cc1cc(C(=O)Nc2c(F)cc(F)cc2Br)cs1	5	-10	-7	-2	3	-3	-12	-12
CC(C)c1cccc(-c2ccc3c(c2)S(=O)(=O)c2cccc(C(=O)NCc4ccccc4Cl)c2C3=O)c1	-4	4	-6	-12	10	6	4	-2
Cc1c(C)c2ccc(OCC(=O)Nc3cccnc3)c(C)c2oc1=O	-2	2	1	9	2	0	-1	-85
CC(C)c1nc2sc3c(SCC(N)=O)ncnc3c2c2c1CCC2	1	-4	2	-54	-11	-3	4	-11
Cc1ccc(C(=O)NNC(=O)CSc2nnc(C(C)C)n2C)cc1	1	-13	-9	1	-9	28	-8	-17
Cc1cc(Cl)ccc1OCCCC(=O)NCCCn1ccnc1	-3	-7	15	-1	-5	4	-6	1
O=C(Nc1ccc2nc(-c3cccnc3)[nH]c2c1)C1CCCCC1	-5	1	-3	5	-8	1	5	-8

Limited to SENP7 block, Jurkat NFkB inh and Apaf1 inhib (2 entries from above):
SMILES | SENP7 block | Jurkat NFkB inh | Apaf1 inhib
CCOc1ccc(N=C2Sc3nc4ccc(C)cc4cc3CN2CCOC)cc1 | 6 | -11 | 19
CSc1nsc(SC)c1C(=O)Nc1ccc(C(C)(C)C)cc1 | -2 | -9 | 7

Next part
SMILES	Apaf1 inhib	SENP7 block	HKDC1 inhibitor	UBC13 inh	697 NFkB inh	Gli-Sufu block	SENP8 block	Jurkat NFkB inh
C=CCn1c(COc2ccc(OC)cc2)nnc1SCn1nnc2ccccc2c1=O	3	2	-4	0	0	-1	3	8
Cn1c(-c2ccc3c(c2)OCO3)cnc1NCc1ccccc1Cl	-7	3	-9	12	-32	-2	-4	-24
CCOC(=O)c1cnn(-c2ccccc2)c1NC(=O)CN1CCOCC1	-14	12	-5	-2	-15	3	-9	-7
Cc1ccc(-c2nc3[nH]c(=O)cc(NC(=O)C(C)C)n3n2)cc1	-7	-3	-4	5	-5	5	0	-2
COc1ccccc1CNC(=O)Cn1cccc1C(=O)c1ccccc1C	17	7	5	-1	-30	-4	0	-18
Cc1cc(C)cc(CC2CC(=O)N(c3ccc([N+](=O)[O-])cc3)C2=O)c1 (configuration not stated)	-2	-9	-3	7	3	-4	8	10
Cc1ccc(NC(=O)COc2cccc3ccc(C)nc23)c(Br)c1	2	-2	-4	-1	-39	-5	0	4
CC(C)(C)OC(=O)C[C@@H]1C/C=C\C[C@H](CC(=O)N[C@H](CO)Cc2ccccc2)C(=O)N[C@H](C(C)(C)C)COC1=O	-6	-4	-6	9	6	-1	2	-3
O=C(CN1C(=O)CC(c2ccco2)Sc2ccccc21)Nc1ccccc1F (configuration not stated)	9	-4	11	-2	13	-1	-1	-9
CC(C)(C)NC(=O)COC(=O)CNC(=O)c1cc(Cl)cc([N+](=O)[O-])c1	-1	7	13	-8	-18	2	8	-4
CC(=O)Nc1cccc(NS(=O)(=O)c2c(C)noc2C)c1	-1	6	-3	-6	-9	-15	5	10
Cc1c(N=Cc2cc(Br)cc(Br)c2O)cccc1C(=O)O	14	-1	5	-6	4	-6	0	9
C=CCC[C@H](Cc1ccc(F)cc1)C(=O)OC[C@H](Cc1c[nH]c2ccccc12)NC(=O)[C@H](CC=C)CC(=O)N[C@H](CO)Cc1ccccc1	20	10	2	1	-8	10	1	6
COc1ccc(CN2CCNC(=O)C2CC(=O)NCc2csc(C)n2)c(F)c1 (configuration not stated)	2	2	-6	-1	5	-1	7	13
c1ccc(OCCSc2ncnc3nc[nH]c23)cc1	-13	8	-7	10	-7	-20	-12	-9
COc1ccc(CCOC(=O)c2ccc(NC(=O)CC#N)cc2)cc1	4	-3	-7	2	11	-5	-10	-1
Cc1cc(C)cc(NC(=S)N2CCC(NC(=O)c3ccco3)CC2)c1	8	4	-7	-4	15	15	0	5
COC(=O)C1=C(N)OC2=C(C(=O)CCC2)C1c1ccccc1OC (configuration not stated)	4	-4	-4	2	-8	-4	-2	7
COc1ccc(N(C(=O)c2cnccn2)C(C(=O)NC2CCCCC2)c2ccc(Cl)cc2)cc1 (configuration not stated)	8	-2	-6	6	-2	-4	-6	-1
COC(=O)Cc1c(OC)ccn(CCc2c[nH]c3ccccc23)c1=O	-6	5	-4	-2	-44	-68	2	-70
NC(=O)CSc1nnnn1-c1ccc(OC(F)(F)F)cc1	-5	1	6	-1	3	-4	-7	0
COCCNC(=S)N(CCCN(C)C)Cc1cc2cc3c(cc2[nH]c1=O)OCCO3	-5	-2	-3	7	-7	-1	0	-6
COc1ccccc1NC(=O)c1oc2ccccc2c1NC(=O)C1CC1	9	0	4	15	-33	-16	-1	-5
O=C(CSCc1ccc(F)cc1)NCc1cccs1	-12	-1	3	-7	8	-6	2	4
Cn1c(CCCCCN)nc2ccccc21	19	-7	-1	-10	-48	-27	-3	-1
C/C(N)=C(/C#N)C(=O)CSc1nnnn1-c1ccc(C)cc1	-5	2	-9	7	-40	-17	-5	-7
COc1c(C)cc(C(=O)C2CCCN(Cc3c(C)n(C)n(-c4ccccc4)c3=O)C2)cc1C (configuration not stated)	9	-4	-8	0	5	26	6	1
CC(=O)N1CCN(C(=O)/C(C#N)=C/c2ccc3c(c2)OCO3)CC1	10	-5	-3	-10	0	47	-8	-10
Cc1ccc(OCc2nnc(SCC(=O)Nc3sc(C)c(C)c3C#N)n2C)cc1	13	-2	-7	-4	5	2	-4	-14
C=CCNc1sc(C(=O)c2ccc(C)cc2)c(N)c1C#N	5	3	-4	6	11	-4	0	6
Fc1cccc(Cl)c1Cn1nnc(-c2ccc3c(c2)OCO3)n1	19	-2	-1	-2	-187	-90	-22	-68
Cc1ccc(-c2cc(C(F)F)nc(S(C)(=O)=O)n2)cc1	-6	-2	2	-10	7	1	-10	3
O=C(Nc1nccs1)C1CC(=O)N(c2ccccc2)C1 (configuration not stated)	-2	0	-3	-4	-3	-1	4	5
CCOC(=O)C1CCCN(C(=O)c2cc3c(=O)n(C)c4ccccc4c3n2C)C1 (configuration not stated)	-2	8	2	3	0	3	3	-6
COc1cc(OC)c(NC(=O)CCCNC(=O)Cn2cnc3sc(C)c(C)c3c2=O)cc1Cl	1	5	-4	0	0	13	5	-1
COc1ccc(N(C)S(=O)(=O)c2cccc(C(=O)OC(C)C(=O)NC3CCCCC3C)c2)cc1 (configuration not stated)	15	-8	0	8	6	6	-10	11
O=C1OC(C(=O)O)Cc2ccccc21 (configuration not stated)	-8	-1	-4	6	20	0	3	14
CC1CN(C(=O)Cn2c(=O)oc3ccccc32)CC(C)O1 (configuration not stated)	2	2	-3	1	12	-14	-3	11
Fc1ccc(C2CC(c3ccco3)n3ncnc3N2)cc1 (configuration not stated)	-2	4	-8	2	5	12	-1	4
COCCSc1ccccc1C(=O)N1CCc2ccccc21	-13	4	4	-8	-5	24	-2	4
Cc1nn(CCC(=O)NNC(=S)Nc2cccc(Cl)c2)c(C)c1[N+](=O)[O-]	2	7	3	-7	7	3	1	2
COc1cccc(N(CC(=O)NC2CCCCC2)C(=O)Cn2nnc(-c3ccc(C)o3)n2)c1	8	1	-3	0	4	6	-7	13
Cc1cccc(C(=O)NCc2ccc(S(N)(=O)=O)cc2)c1[N+](=O)[O-]	-2	5	-12	0	16	1	1	5
CN(C)[C@@H]1CCC[C@@H]1OC(=O)C(c1ccccc1)c1ccccc1	4	-4	-7	4	4	4	-2	-5
CC1CCCCC1NC(=O)C1CCC(CNS(=O)(=O)c2cccc3cccnc23)CC1 (configuration not stated)	7	4	-3	-6	8	2	5	11
Cc1ccc(-c2nn(C)c(=O)c3ccccc23)cc1CNC(=O)c1ccccc1	-16	-8	1	4	1	30	-1	18
CCOc1ccc(S(=O)(=O)N2CCCCC2)cc1NC(=O)C1CCC1	4	7	-4	3	15	-3	-5	8

No enrichment for hits. Share with any hit: about 3.6%.
